TTR transcr act – TTR transcription activation, primary screen; SH-SY5Y TTR promoter Gaussia luciferase, luminescence; 100% = recombinant luciferase protein wells; activation, % at 16.7 µM; actives 1.3% (n = 92,000);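 active = activation above the mean of all tested compounds plus 3 SD, cut at about 9.5% in these data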;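 note: cells exposed to compounds for one day before reading; 0% = median of all test compound wells on the plate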
* = called active by the depositor. These rows are one share of the data (hit frequency here may not be typical).

SMILES | TTR transcr act
COc1ccc(CNC(=O)CCC(=O)Nc2nnc(CC(C)C)s2)cc1 | -1.6
COc1ccccc1-c1nnc(SCC(=O)NCc2ccco2)n1N | -0.8
NS(=O)(=O)c1ccc2nc(NC(=O)C3CCCO3)sc2c1 (stereo not drawn) | -1.6
COC(=O)C1=NN(C(=O)c2cccc(Br)c2)C(O)(c2ccc(Cl)cc2)C1 (stereo not drawn) | 0.5
O=C(c1ccc(CS(=O)(=O)Cc2ccccc2)cc1)N1CCCCC1 | -1.2

Filtered by structure, those above containing a carbonyl joined to an NH by a bond outside any ring (three)
SMILES | TTR transcr act
COc1ccc(CNC(=O)CCC(=O)Nc2nnc(CC(C)C)s2)cc1 | -1.6
COc1ccccc1-c1nnc(SCC(=O)NCc2ccco2)n1N | -0.8
NS(=O)(=O)c1ccc2nc(NC(=O)C3CCCO3)sc2c1 (stereo not drawn) | -1.6

Screening results deposited in PubChem by The Scripps Research Institute Molecular Screening Center.
